INS-1E GSIS act: primary screen for activators of insulin secretion dependent on glucose, INS-1E cells, GLuc reporter luminescence | INS-1E GLuc reporter insulin secretion, 2-3 h | activation, % at 16.6 µM | 0.61% of 370,000 active | AID 743287;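 active = lowest replicate activation of at least 40%, so every replicate reaches that level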;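 note: 0% = median of neutral control wells and 100% = median of IBMX positive control wells; some compounds called inactive have numbers as strong as hits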
LGR2 antag: inhibitors of bursicon-induced Drosophila LGR2 receptor cAMP signaling. AID 720647. inhibition, % at 9.99 µM. HEK293 LGR2, CRE-luciferase, bursicon-stimulated, 4 h. 0.35% of 380,000 active;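 active = drop in luminescence signal, shown as inhibition above about 50% in the replicate tests, limit read from the data, passing the limit was not always enough; inconclusive = probably only some replicates passing the limit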;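 note: agonist challenge used bursicon conditioned medium at about half maximal strength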
Statin myotox sup: suppression of simvastatin myotoxicity | rescue of ATP level, % at 7.49 µM | AID 602340 | 0.78% of 330,000 active | C2C12 myotubes + simvastatin, ATP luminescence, 48 h; scaled: DMSO 0, geranylgeraniol control 100;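 active = mean ATP rescue above about 67%, or every replicate alone reaching that limit, limit read from the data, passing the limit was not always enough; inconclusive = no clear call, values can overlap the other calls; inactive = mean under the limit and some replicate under it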;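 note: myotubes were challenged with 10 µM simvastatin during compound exposure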
PGC1a acetyl inh: PGC1a acetylation modulation, inhibitor mode | U2OS PGC1a acetylation, AlphaScreen anti-acetyl-lysine; with virally co-expressed GCN5 acetyltransferase | inhibition, % at 15.6 µM | 0.17% of 350,000 active | AID 651687;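 active = every replicate shows inhibition of at least 40%; inconclusive = mean inhibition at least 40% but some replicate below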;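 note: 0% = neutral control wells and 100% = positive control wells; some results beyond the cut were filed as inactive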
PglD DTNB: inhibitors of Campylobacter jejuni PglD acetyltransferase; 0.098% of 360,000 active; inhibition, % at 12.5 µM; purified PglD enzyme, DTNB colorimetric CoA detection; in the data active = inhibition above about 16%, passing the limit was not always enough; inconclusive = no clear call, values can overlap the other calls; note: strong numbers were not always called active
PAX8 reporter: lowers PAX8-driven luciferase in RMG-I cells | RMG-I TPO-luciferase reporter, SteadyGlo, 24 h | inhibition, % at 12.6 µM | 1.2% of 360,000 active | AID 652154;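 active = mean replicate inhibition at least 60% with every replicate also reaching 60%; inconclusive = only one of the two criteria is met; inactive = mean below 60% and not all replicates reaching 60%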;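 note: luciferase light reporting Pax8 driven TPO promoter activity; plate controls were median of neutral control wells for no effect and mitoxantrone controls for full effect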
ARNT TACC3 PPI: disruptors of human ARNT/TACC3 interaction. AID 623870. AlphaScreen His-ARNT PAS-B/GST-TACC3 binding, luminescence; TACC3 fragment carries E629A point mutation. Q9Y6A5. 0.66% of 390,000 active. inhibition, % at 9.99 µM;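 active = mean inhibition of replicates at least 50% and at least half of replicates each reaching 50%; inconclusive = half or more replicates reach 50% but mean below 50%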;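 note: 0% = complete ARNT plus TACC3 wells and 100% = ARNT alone without TACC3; many hits fall short of the cut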
Cneo AK release: Cryptococcus neoformans lysis via adenylate kinase release; lysis activity, % at 15 µM; 0.2% of 360,000 active; C. neoformans lysis, adenylate kinase release luminescence, 4 h; normalised: neutral wells 0, clomiphene wells 100;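 active = mean lysis activity across replicates of at least 80%, whatever share of replicates individually reach that level; inactive = mean lysis activity below 80%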
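Material: C. neoformans cells; Schedule: 4 h static compound exposure, 37 °C, read 1 h post-reagent; Measured by: adenylate kinase release luminescence; Read-out: signal increase indicating cell lysis; Controls: Clomiphene as positive lysis control.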
Active calls of the source: *; u = inconclusive; x = not tested or not shown. Compounds were not picked by outcome, and some 2.9% of all compounds hit somewhere here.

SMILES | INS-1E GSIS act | LGR2 antag | Statin myotox sup | PGC1a acetyl inh | PglD DTNB | PAX8 reporter | ARNT TACC3 PPI | Cneo AK release
CCc1nnc(NC(=O)C2CCCO2)s1 (stereo not given) | -3.8 | -16.7 | x | 7.3 | x | -12.1 | -1.5 | x
CO[C@H]1CN(C)C(=O)c2cc(NC(=O)c3cnccn3)ccc2OC[C@H](C)NC[C@@H]1C | 6.4 | 6.6 | 6.2 | -4.3 | 4.0 | x | -6.0 | 1.1
Fc1ccc(Br)cc1C1C=C(c2cccnc2)Nc2ncnn21 (stereo not given) | x | x | -4.0 | 2.5 | 17.1 | x | 5.8 | -2.0
COc1ccc(S(=O)(=O)Nc2ccc3c(c2)C(=O)N([C@H](C)CO)C[C@H](C)[C@H](CN(C)S(=O)(=O)c2ccc(Cl)cc2)OCCCC[C@H](C)O3)cc1 | 2.3 | 14.0 | x | 1.1 | -3.1 | u | 12.9 | -13.5
CC(C)(C)S(=O)(=O)N1Cc2cc(=O)n(Cc3ccccc3)c(CCO)c2[C@@H]1CCO | -1.7 | -6.8 | -7.5 | 12.1 | -3.4 | 4.4 | -2.8 | 0.8
O=C(C[C@H]1C[C@@H]2c3cc(NC(=O)c4cccnc4)ccc3O[C@@H]2[C@@H](CO)O1)NC1CCCCC1 | -9.6 | 6.9 | -0.7 | -2.7 | 1.1 | -4.5 | -2.9 | 16.9
O=C1C(Cl)=C(NC2CCCCC2)C(=O)N1c1ccc(Cl)cc1 | -0.3 | -86.3 | -41.3 | x | 0.8 | 15.3 | -4.7 | -0.1
COC(=O)c1cccc(F)c1C(=O)c1cccc2ccccc12 | -2.4 | -5.2 | 2.1 | 1.0 | -3.1 | 3.5 | 5.2 | 0.8
C[C@H]1CN([C@@H](C)CO)C(=O)Cc2cc(NC(=O)NC3CCCCC3)ccc2O[C@H]1CN(C)C(=O)Nc1cccc2ccccc12 | x | x | 13.3 | -8.3 | -0.9 | 28.2 | -0.3 | 3.6
CC(C)NC(=O)NC(=O)CSc1nnc(COc2ccccc2F)n1C(C)C1CC2CCC1C2 (stereo not given) | 7.5 | x | 3.3 | 5.9 | -2.1 | x | -1.2 | 2.6
Cc1nc2c3ccccc3nc(NNC(=O)CCC(=O)NCCN3CCN(c4ccccc4)CC3)n2n1 | x | -11.4 | -6.3 | x | -3.8 | -63.5 | 4.7 | 0.5
COC(=O)c1ccc[n+](CC(=O)c2ccc(Br)cc2)c1 | 6.7 | -6.8 | 5.1 | u | 1.7 | 19.3 | 1.3 | -1.1
CCOC(=O)C1C(c2ccc3c(c2)OCO3)NC(=O)NC1(O)C(F)(F)F (stereo not given) | x | x | -1.9 | -8.9 | -1.8 | x | 3.0 | 1.8
O=C(CSc1ncn[nH]1)NCCOc1ccccc1 | x | x | -10.6 | -11.1 | -2.3 | x | 2.7 | 1.5
COCCN(C(=O)COC(=O)/C=C/c1cccs1)c1c(N)n(Cc2ccccc2)c(=O)[nH]c1=O | 25.1 | -4.5 | 2.0 | x | -1.0 | -0.9 | 1.4 | 2.9
COc1ccc(C)cc1NC(=O)COC(=O)c1c(-c2ccccc2)noc1C | -26.5 | -5.7 | 12.9 | x | 2.2 | 11.9 | x | -0.2
CC(=O)NC1(C(F)(F)F)C(=O)Nc2c1c(=O)[nH]c(=O)n2CCc1ccccc1 (stereo not given) | 4.8 | 8.4 | x | x | x | -7.3 | -11.9 | x
COc1ccccc1C(=O)Nc1cccc2nc(C)ccc12 | 1.6 | -3.7 | 11.2 | 6.9 | 2.3 | -15.5 | 0.0 | 1.2
Cc1ccc(N2CC(C(=O)Nc3ccc4c(c3)OCCO4)CC2=O)cc1C (stereo not given) | 10.3 | 12.5 | 3.6 | -5.2 | -0.8 | 3.6 | x | 1.8
CCN(CC(=O)Nc1ccc([N+](=O)[O-])cc1OC)CC(=O)NC(C)(C)C | 0.8 | 10.0 | x | -2.4 | -5.5 | 7.9 | -13.9 | -1.3
CCS(=O)(=O)c1ccc(N=Nc2ccc(O)c3ncccc23)c(OC)c1 | -1.9 | 47.0 | x | 34.0 | x | 97.4* | 30.1 | x
COCC#Cc1ccc([C@@H]2[C@H](CO)N3CCCCN(C(=O)Nc4cc(F)ccc4F)C[C@@H]23)cc1 | -1.2 | 6.5 | -61.8 | -4.7 | 6.5 | -10.4 | 9.0 | 0.4
CC(=O)c1cccc(NS(=O)(=O)c2csc(C(N)=O)c2)c1 | 4.7 | -9.0 | -7.1 | 1.3 | -1.1 | -4.3 | 4.7 | -0.1
CC(C)NC(=O)Nc1ccc2c(c1)C(=O)N([C@@H](C)CO)C[C@@H](C)[C@@H](CN(C)Cc1ccc(Cl)c(Cl)c1)OCCCC[C@@H](C)O2 | -25.4 | 17.4 | x | 4.8 | -1.7 | 22.0 | -2.3 | -4.1
COc1ccc(-c2nnc(SCc3nnc(-c4ccc(Cl)cc4)o3)n2-c2ccccc2)cc1 | -25.1 | x | -10.4 | -9.1 | -2.0 | x | -2.7 | -1.7
SMILES | INS-1E GSIS act | LGR2 antag | Statin myotox sup | PGC1a acetyl inh | PglD DTNB | PAX8 reporter | ARNT TACC3 PPI | Cneo AK release
COc1ccc(CCN2C(=O)CSC2c2ccc(F)cc2)cc1 (stereo not given) | -17.4 | -19.3 | 0.7 | -4.6 | -1.0 | -15.8 | 19.2 | -0.7
CCCCNC(=O)C1(C)CCCCN1C(=O)c1cc(OC)ccc1Br (stereo not given) | 5.0 | 18.0 | 0.3 | 2.6 | -2.3 | x | x | 0.4
O=C(COc1c(F)c(F)cc(F)c1F)NNC(=O)CC1CCS(=O)(=O)C1 (stereo not given) | x | 12.2 | 1.7 | 18.1 | -4.1 | 14.5 | 0.0 | 1.8
C/C=C/c1ccc([C@H]2[C@@H](C#N)N(C(=O)c3cccnc3)[C@@H]2CO)cc1 | -2.8 | -7.0 | 9.8 | -5.8 | 1.4 | 11.0 | -5.3 | 0.0
COCCCNC(=O)Cn1ccc(NC(=O)OCc2ccccc2)nc1=O | 5.0 | -9.0 | -3.4 | 10.9 | 4.7 | -11.8 | 4.0 | -0.4
COc1cc2c(cc1NC(=O)C(C)Sc1ccc(NC(C)=O)cc1)oc1ccccc12 (stereo not given) | -19.1 | -35.1 | x | -47.5 | 3.7 | 11.0 | 0.3 | -0.3
COc1ccc(NC(=O)N(C)C[C@H]2Oc3ccc(NC(=O)Nc4ccc5c(c4)OCO5)cc3CC(=O)N([C@@H](C)CO)C[C@@H]2C)cc1 | -6.4 | 4.9 | 27.3 | 7.1 | -3.2 | -19.4 | -1.7 | -0.6
O=C(NCCc1ccc(OC(F)F)cc1)C1CC(=O)N(c2ccc3c(c2)OCCO3)C1 (stereo not given) | 13.3 | -2.0 | 3.6 | 0.8 | -1.5 | -2.6 | -1.5 | -1.1
Cn1c(=O)oc2cc(S(=O)(=O)CCC(=O)NCCc3ccccc3)ccc21 | -11.8 | -11.7 | -2.9 | -5.9 | -6.1 | -17.4 | 17.6 | 5.1
Cc1noc(C)c1NC(=O)Nc1ccc2c(c1)C(=O)N([C@@H](C)CO)C[C@@H](C)[C@@H](CN(C)C(=O)Nc1ccc(F)cc1)O2 | -2.9 | -7.4 | -28.7 | -4.5 | -4.7 | -12.9 | -2.1 | -2.4
CSc1nc(SCC(=O)O)c2sc3nc(-c4ccccc4)c4c(c3c2n1)CCC4 | -19.9 | x | -38.9 | -3.1 | -0.5 | -38.1 | 3.3 | 5.3
c1ccc(CCc2nn3c(C4COc5ccccc5O4)nnc3s2)cc1 (stereo not given) | x | x | 2.6 | 5.0 | -0.7 | x | -1.5 | 3.6
NS(=O)(=O)c1ccc(CCNC(=O)c2ccc(Cn3c(=O)[nH]c4ccccc4c3=O)cc2)cc1 | 23.9 | 13.7 | x | x | x | 1.8 | -10.5 | x
CN(C)c1ccc(C(=O)OCC#CCSc2nnc(-c3cccc4ccccc34)o2)cc1 | x | x | 8.5 | x | 5.0 | 6.3 | x | -1.2
CCOC(=O)c1ccc(-n2c(=O)[nH]c3ccccc3c2=O)cc1 | x | x | x | -7.3 | 4.4 | 2.5 | x | 0.5
C[C@H]1CN([C@@H](C)CO)C(=O)c2cc(Br)cnc2O[C@@H]1CN(C)CC1CCOCC1 | 2.1 | 23.7 | 4.1 | 4.8 | 0.6 | -10.5 | -7.2 | -1.6
C[C@H](CO)N1C[C@H](C)[C@H](CN(C)CC2CCCCC2)OCCCC[C@H](C)Oc2ccc(NS(=O)(=O)c3ccccc3)cc2C1=O | 17.1 | -0.1 | -425.4 | -23.6 | -1.7 | 14.3 | -0.7 | 2.7
CC(C)C#Cc1ccc([C@@H]2[C@H]3CN(S(=O)(=O)c4ccccc4)CC(=O)N3[C@H]2CO)cc1 | -18.8 | 3.8 | x | -9.3 | x | 21.7 | x | x
COc1ccccc1N(CC(=O)Nc1cccc(C(F)(F)F)c1)S(C)(=O)=O | -32.8 | 9.8 | 7.2 | 6.2 | 2.9 | -5.6 | -4.6 | -5.3
Cc1cccc(NC(=O)c2ccc(S(=O)(=O)N3CCCCC3)cc2)n1 | -13.7 | 2.1 | 1.6 | -2.7 | 0.9 | -10.5 | -4.0 | -3.5
Cc1ccc(S(=O)(=O)N2CCOCC2)cc1NCC(=O)Nc1ccc(OC(F)(F)F)cc1 | -16.4 | -18.4 | x | x | x | 15.0 | -3.1 | x
CCN(CC)S(=O)(=O)c1ccc2nc(SC)sc2c1 | x | x | -37.2 | -6.4 | 4.3 | x | -0.3 | -3.2
O=C(NCc1ccccn1)C1CCN(Cc2cccc(OCc3ccccc3)c2)CC1 | -3.4 | -20.1 | -6.9 | -0.4 | 0.5 | -2.8 | 25.8 | 0.8
C[C@H]1CNC(=O)c2c(C(=O)Nc3ccc(CNC(=O)OC(C)(C)C)cc3)ncn21 | -8.7 | 6.7 | -0.7 | x | 4.0 | 8.7 | x | -0.8
Cc1oc2ccc(O)c(CN3CCOCC3)c2c1C(=O)c1ccc(Cl)cc1 | x | x | 7.3 | x | 3.8 | x | 6.5 | 1.9
SMILES | INS-1E GSIS act | LGR2 antag | Statin myotox sup | PGC1a acetyl inh | PglD DTNB | PAX8 reporter | ARNT TACC3 PPI | Cneo AK release
COc1ccc(CCNC(=O)Cc2cccs2)cc1OC | 22.5 | -35.4 | 2.2 | 6.3 | x | -5.4 | -2.7 | x
CN(C)CC#Cc1ccc([C@H]2[C@@H](CO)N3CCCCN(S(=O)(=O)c4ccccc4)C[C@@H]23)cc1 | -4.4 | 6.9 | 12.0 | -16.1 | 9.8 | -18.3 | -1.2 | -1.7
O=C(CCCn1c(=S)[nH]c2cc3c(cc2c1=O)OCO3)N1CCN(c2ccccc2F)CC1 | x | x | -10.3 | -9.0 | 1.7 | x | 1.6 | -1.5
Cc1cc(Br)ccc1NC(=O)CN(C)C(=O)c1ccc(-n2cncn2)c([N+](=O)[O-])c1 | 2.5 | -13.6 | 18.6 | -4.2 | 1.7 | 11.2 | 0.8 | -1.2
CCc1ccc(NC(=O)c2noc(C(C)C)c2[N+](=O)[O-])cc1 | 0.6 | -34.2 | x | x | x | -63.0 | 3.8 | x
O=C(COC(=O)c1cnccn1)Nc1ccccc1-c1ccccc1 | 4.9 | -4.1 | 4.5 | -7.4 | 2.7 | -15.5 | -6.9 | 0.8
COc1nc(OC)nc(N2CCC(C(=O)NCC3CCCCC3)CC2)n1 | x | x | -2.2 | -0.8 | 6.3 | x | -3.8 | 0.8

Screening results as filed in PubChem BioAssay.
